PG9 binder – PG9 antibody binding by small molecule; TR-FRET gp120-PG9 antibody binding; inhibition, % at 6.7 µM; 360,000 compounds, 0.43% hits; in the data active = inhibition above about 8.5%
GC-A act – GC-A (human) enzyme activation; P16066; HEK293 GC-A cells, cGMP TR-FRET, EC30 ANP; 0% at EC30 ANP, 100% saturating ANP; activation, % at 10 µM; 370,000 compounds, 0.14% hits; AID 1671463; in the data active = activation above about 40%
SMARCA2 act – SMARCA2 function activation, primary screen; 370,000 compounds, 1% hits; AID 652017; activation, % at 9.1 µM; MG213 cells, MMTV-luciferase reporter, dexamethasone, overnight; in the data active = activation above about 7.8%;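 also: 0% = vehicle wells and 100% = reference activator wells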
ABHD4 inh – ABHD4 (mouse) inhibition, primary FP screen; purified mABHD4, FP-Rh probe fluorescence polarization; inhibition, % at 8.92 µM; 370,000 compounds, 0.54% hits;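 active = inhibition exceeding the mean over every tested compound plus 3 SD, cut at about 30% in these data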;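 also: 0% = plate median of compound wells and 100% = S159A mutant with DMSO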
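Assay system: wild-type mouse ABHD4 protein; compound: single nominal dose of 8.92 µM, 0.89% DMSO final; schedule: 45 min + 60 min at 25 °C; measured by: FP readout, ex 525 nm / em 598 nm; evaluation: % inhibition of FP-Rh probe binding versus controls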
ASAP1 GAP inh – ASAP1 ArfGAP inhibition; Q9ULH1; ASAP1-stimulated ARF1 GTP hydrolysis, GDP FP detection; inhibition, % at 16.5 µM; 360,000 compounds, 0.19% hits; AID 624377; in the data active = inhibition above about 25%;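 also: 0% = vehicle with enzyme and substrate and 100% = no enzyme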
NR1D1 modulator – modulates human Rev-erb alpha binding to DNA | AID 1259318 | activity, % at 10 µM | Rev-erbα–FITC-DNA binding, fluorescence polarization, 90 min | P20393 | 370,000 compounds, 0.79% hits;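 active = activity above about 14%, limit read from the data; passing the limit was not always enough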;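 also: 0% = DMSO wells with 35 nM protein and 100% = DMSO wells with 750 nM protein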
ARFGAP1 inh – rat ARFGAP1 inhibition. Q62848. Arfgap1-stimulated ARF1 GTP hydrolysis, GDP FP detection. inhibition, % at 16.5 µM. 360,000 compounds, 0.26% hits;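 active = inhibition above a per-plate limit, mean inhibition of low control wells plus 3 SD, cut at about 25% in these data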;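 also: 0% = DMSO wells with enzyme and 100% = wells lacking Arfgap1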
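Repeats: one replicate per compound; assay system: rat Arfgap1 catalytic domain, aa 1-136; times: enzyme reaction 120 min at 25 °C after 20 min preincubation; detection: FP of antibody-bound GDP Alexa 633 tracer, ex 620/em 688 nm; benchmarks: high control wells lacking Arfgap1, low control full reaction with DMSO; reagent: human ARF1(Δ1-17)-GTP substrate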
rCAG binder – molecules binding r(CAG) RNA repeats; r(CAG) RNA repeat, TO-PRO-1 dye displacement fluorescence; inhibition, % at 3 µM; 370,000 compounds, 1.3% hits;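 active = inhibition above the plate cutoff, the mean of all test compounds on that plate plus 3 SD, cut at about 35% in these data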;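 also: 0% = DMSO alone and 100% = 100 µM mitoxantrone as full dye displacement; higher means more dye released from RNA so lower well fluorescence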
GC-B act – GC-B (human) receptor activation; P20594; HEK293-GC-B cells, CNP EC30, cGMP TR-FRET; 0% at EC30 CNP, 100% saturating CNP; activation, % at 10 µM; 370,000 compounds, 0.11% hits;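 active = activation at 10 µM reaching about 35% in either raw or pattern-adjusted values, limit read from the data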
Target sequence (P20594 whole entry, looked up): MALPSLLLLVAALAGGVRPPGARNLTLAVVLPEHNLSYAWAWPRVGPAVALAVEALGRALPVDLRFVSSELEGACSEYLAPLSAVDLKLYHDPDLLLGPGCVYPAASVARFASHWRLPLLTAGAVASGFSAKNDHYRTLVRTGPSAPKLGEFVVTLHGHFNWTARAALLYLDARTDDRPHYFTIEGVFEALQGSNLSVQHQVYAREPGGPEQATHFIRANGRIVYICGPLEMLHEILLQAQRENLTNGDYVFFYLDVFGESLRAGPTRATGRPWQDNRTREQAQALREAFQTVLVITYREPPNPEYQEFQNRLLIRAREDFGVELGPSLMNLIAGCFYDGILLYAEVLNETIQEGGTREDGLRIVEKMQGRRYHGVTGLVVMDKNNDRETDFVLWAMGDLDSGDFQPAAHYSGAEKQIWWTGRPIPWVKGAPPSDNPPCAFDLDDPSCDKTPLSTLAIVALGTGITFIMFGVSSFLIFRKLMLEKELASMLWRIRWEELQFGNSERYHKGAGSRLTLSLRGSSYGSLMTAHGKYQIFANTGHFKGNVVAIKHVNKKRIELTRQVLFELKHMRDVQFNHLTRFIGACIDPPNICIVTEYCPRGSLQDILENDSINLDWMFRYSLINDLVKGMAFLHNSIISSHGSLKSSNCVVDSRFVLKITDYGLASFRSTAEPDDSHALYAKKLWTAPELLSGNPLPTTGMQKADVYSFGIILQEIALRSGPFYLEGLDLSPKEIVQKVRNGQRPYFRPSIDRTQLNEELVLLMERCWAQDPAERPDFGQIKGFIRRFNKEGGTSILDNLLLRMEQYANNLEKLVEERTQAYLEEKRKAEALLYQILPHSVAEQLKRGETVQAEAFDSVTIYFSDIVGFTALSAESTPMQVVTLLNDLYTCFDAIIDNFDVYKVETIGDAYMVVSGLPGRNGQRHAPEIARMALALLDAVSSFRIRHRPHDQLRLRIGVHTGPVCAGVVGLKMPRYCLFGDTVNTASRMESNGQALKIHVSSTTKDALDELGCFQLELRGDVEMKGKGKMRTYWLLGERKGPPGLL
HTRA1 inh – blocks human HTRA1 serine peptidase. recombinant HTRA1, FP-rhodamine activity-based probe, fluorescence polarization. AID 504803. inhibition, % at 5.96 µM. 340,000 compounds, 0.5% hits; in the data active = inhibition above about 36%;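 also: 0% = enzyme with DMSO and 100% = wells lacking enzyme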
* = called active by the depositor; . = no result given.

1) Cc1cc(C)cc(OCC(=O)NNC(=O)c2ccccn2)c1
2) Cc1ccc(-n2nc3c(c2NC(=O)/C=C\c2ccc4c(c2)OCO4)CSC3)cc1
3) CCCN(Cc1ccccc1)C(=S)Nc1cccc(C(F)(F)F)c1
4) COc1ccc(/C=C(/NC(=O)c2ccccc2)C(=O)NCCCn2ccnc2)cc1OC
5) Cc1ccc(C(=O)Nc2nnc(S(=O)(=O)N3CCCCCC3)s2)cc1

Assay by compound,1,2,3,4,5
PG9 binder,1.3,0.2,-2.1,-1.9,0.1
GC-A act,1,-3,-2,0,-2
SMARCA2 act,6,-2,-3,0,2
ABHD4 inh,26,-21,-23,1,-1
ASAP1 GAP inh,0,-7,9,-6,-2
NR1D1 modulator,2,4,-4,7,3
ARFGAP1 inh,4,-20,9,3,14
rCAG binder,0,24,-4,-3,6
GC-B act,7,-5,-4,8,-1
HTRA1 inh,4,-40,-21,5,0

6) Cc1n[nH]c(C)c1S(=O)(=O)N1CCCC(C(=O)NC2CCCCC2)C1 (stereo unspecified)
7) CCc1nnc(NC(=O)CCC(=O)N2CCN(Cc3cc(Cl)ccc3OC)CC2)s1
8) COc1ccc(S(=O)(=O)N(C)CC(=O)N2CCCCC2)cc1Cl
9) O=C1CSC(c2ccc([N+](=O)[O-])cc2)N1C1CCCCC1 (stereo unspecified)
10) O=C(NCCO)c1cccc(-c2cccc3nncn23)c1

Assay by compound,6,7,8,9,10
PG9 binder,-0.3,1.2,1.6,-2.5,0.0
GC-A act,1,6,-1,-1,0
SMARCA2 act,-2,0,2,4,2
ABHD4 inh,-1,0,-1,-3,0
ASAP1 GAP inh,11,7,8,18,10
NR1D1 modulator,-4,3,8,1,0
ARFGAP1 inh,-1,15,-2,-21,7
rCAG binder,-1,0,2,1,4
GC-B act,-2,0,-2,-3,-3
HTRA1 inh,-2,1,5,4,.

11) COc1ccc(-c2cc3nc(NCCCN(C)C)n(C)c(=O)c3s2)cc1OC
12) Cc1cn([C@H](C(=O)NCCCCCCCCCCC(=O)N2CCN(C(=O)OC(C)(C)C)CC2)[C@@H](C)O)nn1
13) O=C(CCNS(=O)(=O)c1ccccc1)OCC(=O)c1ccc(F)cc1
14) O=C(Cc1ccccc1)N1CCc2ccccc21
15) COc1ccc2[nH]c(=O)c(CN(CCO)S(=O)(=O)c3ccc4c(c3)OCCO4)cc2c1

Assay by compound,11,12,13,14,15
PG9 binder,-1.4,-1.6,0.8,-2.3,-1.1
GC-A act,6,1,4,0,1
SMARCA2 act,0,-1,0,4,-4
ABHD4 inh,11,10,0,5,-16
ASAP1 GAP inh,13,-1,13,-1,-2
NR1D1 modulator,1,1,-2,8,-1
ARFGAP1 inh,11,-10,3,0,4
rCAG binder,6,-12,-2,-1,-5
GC-B act,-5,4,3,5,0
HTRA1 inh,.,-3,1,0,-2

16) COc1ccc(OC)c(CC(NC(C)=O)C(=O)NC2CCN(c3nc(OC)nc(OC)n3)CC2)c1 (stereo unspecified)
17) O=C(CN1C(=O)NC2(CCCC2)C1=O)Nc1ccc(Cl)cc1F
18) O=C(NCc1ccco1)c1ccc2c(c1)C(=O)N(C1CCCCC1)C2=O
19) CC(C(=O)Nc1ccc(O)cc1)c1cccc(C(=O)c2ccccc2)c1 (stereo unspecified)
20) CN(Cc1ccc(F)cc1)C(=O)c1ccc(NS(=O)(=O)c2ccc3[nH]c(=O)[nH]c3c2)cc1

Assay by compound,16,17,18,19,20
PG9 binder,-0.2,-0.7,-2.8,-2.1,0.0
GC-A act,4,2,1,-4,3
SMARCA2 act,6,-3,1,-4,-2
ABHD4 inh,-4,-2,4,-8,1
ASAP1 GAP inh,-15,3,0,7,-18
NR1D1 modulator,6,5,3,6,-3
ARFGAP1 inh,-2,-10,-4,-1,-6
rCAG binder,-10,-2,-4,1,2
GC-B act,3,3,-7,-6,1
HTRA1 inh,3,-8,-6,.,-4

21) O=C(O)c1ccc(-n2ncc3c2/C(=C\c2cccc([N+](=O)[O-])c2)CC3)cc1
22) Cc1cc(C)cc(NC(=O)CSc2ccc(-c3cccs3)nn2)c1
23) CC(=O)C(C(c1ccccc1)c1c[nH]c2ccccc12)[N+](=O)[O-] (stereo unspecified)
24) Fc1cccc(NC(=S)NCCN2CCOCC2)c1
25) CCC1CCCCN1Cc1nc2ccccc2c(=O)n1CC(C)=O (stereo unspecified)

Assay by compound,21,22,23,24,25
PG9 binder,-1.0,1.7,-0.9,0.9,-0.5
GC-A act,10,-4,1,-1,3
SMARCA2 act,-2,-4,-3,-2,-5
ABHD4 inh,5,-36,-15,-1,4
ASAP1 GAP inh,-1,14,2,9,-2
NR1D1 modulator,0,-5,4,4,0
ARFGAP1 inh,10,-4,10,7,-1
rCAG binder,15,3,0,1,0
GC-B act,2,-1,-2,4,1
HTRA1 inh,-5,-51,-8,2,1

26) COCCN(C(=O)CCCC(=O)Nc1ccccn1)C(C(=O)NC1CCCC1)c1ccc(C)cc1 (stereo unspecified)
27) O=C(NCCCN=C1NS(=O)(=O)c2ccccc21)c1ccc(Cl)cc1
28) COc1cc2c(=O)n(CCC(=O)NCC3CCCO3)c(=O)n(CC(=O)c3ccc(Cl)cc3)c2cc1OC (stereo unspecified)
29) CCCS(=O)(=O)NC(=O)C1(C)CCN(C(=O)Cc2ccc(OC)c(OC)c2)C1 (stereo unspecified)
30) Cc1nc2scc(C)n2c(=O)c1S(=O)(=O)N1CCN(c2ccc(F)cc2)CC1

Assay by compound,26,27,28,29,30
PG9 binder,-0.7,-0.2,0.7,0.0,-1.6
GC-A act,0,-6,2,2,-21
SMARCA2 act,-1,0,3,-1,-3
ABHD4 inh,5,0,-5,4,-2
ASAP1 GAP inh,-6,-6,2,8,6
NR1D1 modulator,1,1,2,4,-6
ARFGAP1 inh,14,5,-3,4,-3
rCAG binder,-2,-4,-4,2,-1
GC-B act,-2,-5,-6,1,-9
HTRA1 inh,2,-2,-2,.,4

31) CCCNS(=O)(=O)c1ccc(CCC(=O)Nc2ccc3c(c2)OCO3)cc1
32) CC(C)NC(=O)C(C)Oc1ccc(S(=O)(=O)NCc2ccc3c(c2)OCO3)cc1 (stereo unspecified)
33) CCc1ccc(NC2=NC(C(=O)NC3CCCCC3)CC(=O)N2)cc1 (stereo unspecified)
34) COc1ccc(S(=O)(=O)N(CC(=O)Nc2ccc(S(=O)(=O)N3CCOCC3)cc2)c2ccccc2)cc1
35) Cn1c(=O)c(C(=O)Nc2ncccc2O)c(O)c2ccccc21

Assay by compound,31,32,33,34,35
PG9 binder,1.4,-0.4,-1.1,-2.0,-3.5
GC-A act,1,-3,3,-2,1
SMARCA2 act,-3,1,-2,-2,2
ABHD4 inh,3,0,-6,-23,0
ASAP1 GAP inh,13,2,0,6,4
NR1D1 modulator,-4,-6,4,-3,0
ARFGAP1 inh,-11,6,3,8,-3
rCAG binder,-1,-2,-4,10,-2
GC-B act,2,1,7,-1,6
HTRA1 inh,4,5,-1,-26,0

36) CCCN(C(=O)CSc1nnc(N)s1)c1c(N)n(Cc2ccccc2)c(=O)[nH]c1=O
37) C[C@@H]1CN([C@H](C)CO)C(=O)CCCn2nncc2CO[C@H]1CN(C)S(=O)(=O)c1cn(C)cn1
38) Cc1nn(C)cc1C=NCCOCc1ccccc1
39) O=C(NCc1ccccc1Br)c1ccco1
40) COc1cccc(C(C)(O)c2nc(-c3cccc(NC(C)=O)c3)cs2)c1 (stereo unspecified)

Assay by compound,36,37,38,39,40
PG9 binder,-1.1,-0.3,-0.5,-1.9,-0.8
GC-A act,-2,4,-2,3,0
SMARCA2 act,-1,-1,-2,0,-5
ABHD4 inh,0,-2,2,4,-3
ASAP1 GAP inh,-9,1,2,0,1
NR1D1 modulator,-5,0,-4,2,5
ARFGAP1 inh,-8,7,4,-6,5
rCAG binder,4,2,-1,0,2
GC-B act,1,-3,-3,0,3
HTRA1 inh,2,4,2,-3,.

Copied from above: compounds 1–8
1) Cc1cc(C)cc(OCC(=O)NNC(=O)c2ccccn2)c1
2) Cc1ccc(-n2nc3c(c2NC(=O)/C=C\c2ccc4c(c2)OCO4)CSC3)cc1
3) CCCN(Cc1ccccc1)C(=S)Nc1cccc(C(F)(F)F)c1
4) COc1ccc(/C=C(/NC(=O)c2ccccc2)C(=O)NCCCn2ccnc2)cc1OC
5) Cc1ccc(C(=O)Nc2nnc(S(=O)(=O)N3CCCCCC3)s2)cc1
6) Cc1n[nH]c(C)c1S(=O)(=O)N1CCCC(C(=O)NC2CCCCC2)C1 (stereo unspecified)
7) CCc1nnc(NC(=O)CCC(=O)N2CCN(Cc3cc(Cl)ccc3OC)CC2)s1

Assay by compound,1,2,3,4,5,6,7
PG9 binder,1.3,0.2,-2.1,-1.9,0.1,-0.3,1.2
GC-A act,1,-3,-2,0,-2,1,6
SMARCA2 act,6,-2,-3,0,2,-2,0
ABHD4 inh,26,-21,-23,1,-1,-1,0
ASAP1 GAP inh,0,-7,9,-6,-2,11,7
NR1D1 modulator,2,4,-4,7,3,-4,3
ARFGAP1 inh,4,-20,9,3,14,-1,15
rCAG binder,0,24,-4,-3,6,-1,0
GC-B act,7,-5,-4,8,-1,-2,0
HTRA1 inh,4,-40,-21,5,0,-2,1

8) COc1ccc(S(=O)(=O)N(C)CC(=O)N2CCCCC2)cc1Cl

Assay by compound,8
PG9 binder,1.6
GC-A act,-1
SMARCA2 act,2
ABHD4 inh,-1
ASAP1 GAP inh,8
NR1D1 modulator,8
ARFGAP1 inh,-2
rCAG binder,2
GC-B act,-2
HTRA1 inh,5

Following part
41) O=C(COc1ccc(Br)cc1Br)NC1CCCC1
42) CC(C)(C)n1ncc2c(=O)n(CC(=O)N3CCCC3)cnc21
43) Nc1[nH]nc2nc(N3CCCC3)nc(-c3ccccc3)c12
44) CSCCC(C(=O)Nc1c(C)cccc1C)N1CCC(Cc2ccccc2)CC1 (stereo unspecified)
45) CCOc1ccc(OCC)c(NC(=O)CN2CCN(c3ccc(C)cc3C)CC2)c1
46) COc1ccc(NC(=O)c2ccco2)cc1NC(=O)c1c(OC)cccc1OC
47) CC1CCN(C(=O)c2ccc(NS(=O)(=O)c3ccc4[nH]c(=O)[nH]c4c3)cc2)CC1
48) CC(=O)Nc1cccc(NC(=O)c2ccc(S(=O)(=O)NCc3ccco3)cc2)c1

Assay by compound,41,42,43,44,45,46,47,48
PG9 binder,2.2,-0.3,-0.2,-1.4,1.4,-0.5,0.8,-1.1
GC-A act,-4,3,-3,2,-3,-8,4,0
SMARCA2 act,-4,3,1,-3,-2,-2,-1,-5
ABHD4 inh,-9,-4,2,-4,13,-8,-1,-3
ASAP1 GAP inh,6,-2,8,7,-11,2,2,2
NR1D1 modulator,1,1,-5,3,-6,-2,1,-7
ARFGAP1 inh,13,10,-8,-10,0,1,7,-1
rCAG binder,-6,-3,1,0,3,4,-11,1
GC-B act,-5,-4,-4,-2,9,-1,-1,-5
HTRA1 inh,-9,1,3,.,-4,2,2,-8

High-throughput results (PubChem BioAssay)
